Source: PubChem BioAssay
Nrf2 inh: blocks Nrf2 signaling; A549 ARE-Fluc reporter, luciferase luminescence, 18-24 h; Potency, µM (doses to about 46 µM), for inactives: at the highest dose activity change, negative = inhibition, usual class: inhibitors; 2.1% of 360,000 active; AID 504444; note: potency is the fitted concentration of half-maximal effect; % is set by controls: 0 for no effect and ±100 for the full control effect; nearly all actives have a fitted effect of over 60% in size
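Cells were seeded and rested 2 h, then exposed to compounds for 18-24 h. CellTiter-Fluor was read first as a viability measure. BugLite was added 15 min before the final luminescent read of ARE-luciferase activity in A549 cells.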
TGFb SMAD3 inh: blocks TGF-b signaling | HepG2 CAGA-GFP TGF-b/SMAD3 reporter, GFP fluorescence, 18 h; TGF-beta stimulated, 500 pg/mL final | 1.2% of 410,000 active | Potency, µM (titrated, usually from 46.1 µM), without a hit: top-dose activity, negative = inhibition, most hits filed as inhibitors; note: potency is the fitted concentration of half-maximal effect; % is set by controls: 0 for no effect and ±100 for the full control effect; nearly all actives have a fitted effect of over 65% in size
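Read-out: total well GFP (ex488/em500-530) summed from mean per-cell fluorescence. Cells: HEPG2 CAGA-GFP, 1% FBS DMEM, 18 h at 37 degrees C with 500 pg/mL final TGF-beta. Unstimulated wells served as the full-inhibition control; stimulated DMSO wells = 0%.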
A549 viability: kills or reduces viability of A549 cells in Nrf2 counter-screen | A549 ARE-Fluc cells, CellTiter-Fluor viability, 18-24 h | Potency, µM (titrated, usually from 46 µM), inactives show at the top dose activity change, negative = cytotoxicity, hits mostly inhibitors | 0.16% of 390,000 active | AID 504648; note: potency is the fitted concentration of half-maximal effect; % is set by controls: 0 for no effect and ±100 for the full control effect
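Cytotoxicity counterscreen: CellTiter-Fluor fluorescence was measured in A549 ARE_Fluc cells after 18-24 h of compound exposure in a concentration series. The subsequent BugLite luminescent read reports ARE-luciferase activity.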
Nrf2 ARE act: activates Nrf2 signaling. 0.31% of 410,000 active. AID 624171. AREc32 ARE-luciferase reporter (MCF7-derived line), luminescence, 24 h. Potency, µM (doses to about 46.1 µM), for the others: top-dose activation, usual class: activators; note: potency is the fitted concentration of half-maximal effect; % of control where 0% means no effect; nearly all actives have a fitted effect of over 65% in size
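AREc32 cells carrying an ARE-driven firefly luciferase, 1000 cells/well in OPTI-MEM with 5% FBS, dosed after overnight attachment and incubated 24 hr at 37 deg C. Steady-Glo luminescence read after 30 min at RT.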
S2 tox: viability counter-screen for ATXN expression inhibitors | S2 cells (HEK-293 line with an ATXN2-luciferase reporter) viability, CellTiter-Fluor protease fluorescence, 24 h | Potency, µM (doses to about 56.7 µM), most hits filed as cytotoxic | 0.49% of 400,000 active | AID 651635; note: potency is the fitted concentration of half-maximal effect; nearly all actives have a fitted effect of over 40% in size
HepG2 tox: HepG2 cytotoxicity, counter-screen for TGF-b inhibitors; 0.76% of 410,000 active; AID 588856; Potency, µM (highest dose often 46.1 µM), without a hit: at the highest dose activity change, negative = cytotoxicity, usual class: cytotoxic; HepG2 CAGA-GFP viability, ATP luminescence, 18 h; note: potency is the fitted concentration of half-maximal effect; some results filed as inactive show a strong effect at the top dose
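CellTiter-Glo luminescence gave cytotoxicity after 18 hours at 37 degrees C. The cells were HepG2 CAGA-GFP in 1% FBS DMEM, stimulated with 500 pg/mL TGF-beta after compound addition. %Activity was normalised to no-cell wells (complete cell-killing) and DMSO (no toxicity), and curves were fitted and classified.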
CCT chaperon mod: modulators of cytosolic chaperonin (CCT/TRiC) activity. 0.3% of 360,000 active. purified chaperonin ATPase assay, HTRF ADP detection, 30 min. activity change, % (concentration not given with the values), hits read low; in the data active = activity change below about -30%; note: % is set by controls: 0 for no effect and ±100 for the full control effect
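TRiC (40 or 20 nM final, by batch activity) in 30 mM Tris pH 7.4, 100 mM KCl, 5 mM MgCl2, 1 mM DTT was treated with compound at 76 uM single dose, then 10 uM ATP, 30 min at 37 °C. ADP was read by HTRF Transcreener.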
pAkt inh: blocks phosphorylation of Akt | Neuro2A IGF-stimulated pAkt S473 HTRF, 20 min; hits give low values | 0.32% of 360,000 active | activity change, % for hits at 50 µM; in the data active = activity change below about -80%; inconclusive = mostly about -51% to -80%; note: % is set by controls: 0 for no effect and ±100 for the full control effect
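Neuro2A cells (4,500/well, DMEM with 0.5% FBS) were treated with compound at a single 50 µM final concentration, stimulated with 6 nM IGF for 20 min at 37 °C, and lysed. Phospho-Akt Ser473 was read by HTRF as 665/615 ratio ×10^4.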
MmCpn inh: inhibitors of Methanococcus maripaludis chaperonin (MmCpn); 0.031% of 330,000 active; Potency, µM (highest dose often 76.9 µM), for the others: top-dose activity, negative = inhibition, hits mostly inhibitors; purified Mm-Cpn ATPase, ADP Transcreener TR-FRET; AID 504842; note: potency is the fitted concentration of half-maximal effect; % is set by controls: 0 for no effect and ±100 for the full control effect; nearly all actives have a fitted effect of over 80% in size
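Reaction buffer contained 30 mM Tris pH 7.4, 100 mM KCl, 5 mM MgCl2 and 1 mM DTT. Mm-CPN (25 nM final) hydrolysed 10 uM ATP over 30 min at 37°C; ADP was read by HTRF.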
* marks the source's active call; other numbers are inactive results; i = inactive; ? = inconclusive; . = no result given; [ ] = dose if it differs, or a comment. Unless noted, calls come from the whole dose curve; as a rule, active = well fitted curve in the direction sought with a large enough effect; inconclusive = small, poorly fitted or top-dose-only effect, or another doubt; inactive = no such curve, though single readings can be large; an effect the other way counts as inactive or inconclusive.

The line under a structure holds: Nrf2 inh	TGFb SMAD3 inh	A549 viability	Nrf2 ARE act	S2 tox	HepG2 tox	CCT chaperon mod	pAkt inh	MmCpn inh
[1] COC(=O)[C@@]1(Cc2ccc(F)cc2)[C@H]2C(CC(=O)C(=O)N3CCCC3)C(=O)C[C@H]2CN1C(=O)c1ccccc1 (stereo partly specified)
 : .	.	.	?	?	.	-0.4	i	.
[2] Cc1cc(NC(=O)CCC(=O)N(CC(=O)NC2CCCC2)c2ccc3c(c2)OCCO3)no1
 : 7%	3%	-7%	-0.4%	i	-1%	1.2	i	2%
[3] COC(=O)c1ccccc1OCc1cc(=O)oc2ccc(C)cc12
 : .	8%	.	0.2%	i	-4%	-0.4	i	.
[4] C/C(=N\NC(N)=S)C1C2C3CC4C5CC(C42)C1C53 (stereo unspecified)
 : -8%	?	1%	3.9%	?	-24%	2.7	i	3%
[5] O=C(CSc1nnc(-c2ccccc2)n1-c1ccc(Cl)cc1)N/N=C/c1ccccc1C(=O)O
 : 7%	7%	0%	-0.2%	i	2%	-0.7	i	-1%
[6] COc1cc(CNc2ncn[nH]2)ccc1OCC(=O)NC(C)(C)C
 : 17%	7%	4%	-0.2%	i	-25%	1.8	i	2%
[7] CC(C)[C@H](NC(N)=O)C(=O)Nc1cccc(S(=O)(=O)N2CCOCC2)c1
 : 19%	-1%	0%	0.1%	i	-2%	2.1	i	0%
[8] Cc1c([N+](=O)[O-])cc(C(=O)Oc2ccc(Br)cc2C(=S)N2CCCCC2)cc1[N+](=O)[O-]
 : 20%	0%	2%	0.1%	i	-35%	0.2	i	0%
[9] O=C(c1ccccc1NS(=O)(=O)c1ccc(Br)s1)N1CCOCC1
 : -12%	-8%	1%	0.2%	?	-17%	-2.0	i	3%
[10] CCc1sc(C(=O)Nc2cccc(C(C)=O)c2)cc1C
 : -4%	2%	-7%	7.3%	i	-70%	0.2	i	-2%
[11] C/C(CC(=O)Nc1ccc(C)c(Cl)c1)=N\NC(=O)Cc1cnc(N)s1
 : 8%	-5%	2%	3.3%	i	1%	2.5	i	-5%
[12] S=C(NCC(c1ccco1)N1CCCC1)Nc1ccccc1 (stereo unspecified)
 : -21%	-1%	3%	-0.3%	i	-1%	-1.8	i	-1%
[13] O=C(NC1CCN(Cc2ccccc2)CC1)c1cc(S(=O)(=O)N2CCOCC2)ccc1Cl
 : -13%	-9%	-5%	-0.3%	i	-34%	0.4	i	.
[14] COCCNC(=O)[C@@]1(Cc2ccccc2)C=C[C@@H](C)N1C(C)=O
 : ?	2%	-4%	0.4%	i	-4%	0.8	i	-3%
[15] CCOC(=O)N1CCN(C(=O)c2ccc3nc(-c4ccccc4)c(-c4ccccc4)nc3c2)CC1
 : -16%	6%	0%	-0.5%	i	-9%	0.3	i	-8%

5 entries out of the list above, sorted by the number in MmCpn inh, falling.
cpd	Structure	TGFb SMAD3 inh	Nrf2 ARE act	CCT chaperon mod	pAkt inh	MmCpn inh
2	Cc1cc(NC(=O)CCC(=O)N(CC(=O)NC2CCCC2)c2ccc3c(c2)OCCO3)no1	3%	-0.4%	1.2	i	2%
8	Cc1c([N+](=O)[O-])cc(C(=O)Oc2ccc(Br)cc2C(=S)N2CCCCC2)cc1[N+](=O)[O-]	0%	0.1%	0.2	i	0%
12	S=C(NCC(c1ccco1)N1CCCC1)Nc1ccccc1 (stereo unspecified)	-1%	-0.3%	-1.8	i	-1%
10	CCc1sc(C(=O)Nc2cccc(C(C)=O)c2)cc1C	2%	7.3%	0.2	i	-2%
15	CCOC(=O)N1CCN(C(=O)c2ccc3nc(-c4ccccc4)c(-c4ccccc4)nc3c2)CC1	6%	-0.5%	0.3	i	-8%

Record cards, as listed above:
Cc1cc(NC(=O)CCC(=O)N(CC(=O)NC2CCCC2)c2ccc3c(c2)OCCO3)no1 across the screens: Nrf2 inh = 7%; TGFb SMAD3 inh = 3%; A549 viability = -7%; Nrf2 ARE act = -0.4%; S2 tox = i; HepG2 tox = -1%; CCT chaperon mod = 1.2; pAkt inh = i; MmCpn inh = 2%
COC(=O)c1ccccc1OCc1cc(=O)oc2ccc(C)cc12 across the screens: Nrf2 inh = .; TGFb SMAD3 inh = 8%; A549 viability = .; Nrf2 ARE act = 0.2%; S2 tox = i; HepG2 tox = -4%; CCT chaperon mod = -0.4; pAkt inh = i; MmCpn inh = .

(list continues)
The line under a structure holds: Nrf2 inh	TGFb SMAD3 inh	A549 viability	Nrf2 ARE act	S2 tox	HepG2 tox	CCT chaperon mod	pAkt inh	MmCpn inh
[16] Cc1cc(S(=O)(=O)N2CCN=C2c2ccccc2)ccc1F
 : .	-3%	11%	-0.8%	i	2%	-1.4	.	0%
[17] O=C(CC(=O)N/N=C/c1c(F)cccc1Cl)NCCc1ccccc1
 : -20%	?	1%	5.6%	.	5%	0.4	i	1%
[18] Cc1ccc(NC(=O)COC(=O)CN2C(=O)C3CCCCC3C2=O)cc1S(=O)(=O)N1CCOCC1 (stereo unspecified)
 : 3%	3%	7%	0.0%	i	-37%	-1.6	i	-1%
[19] Cc1ccc(C(=O)c2cn(Cc3ccccc3)c3ccccc3c2=O)cc1
 : 15%	-16%	4%	0.9%	i	-49%	.	.	.
[20] COc1ccccc1C(=O)OCC(=O)NC(C)CCc1ccccc1 (stereo unspecified)
 : 27%	-7%	4%	0.4%	i	-16%	-2.4	i	0%
[21] Cc1nc2ccccc2nc1Nc1cccc(Cl)c1
 : 4%	-20%	2%	19%	i	-43%	-0.4	i	0%
[22] C=CCn1c(SCC(=O)c2cccs2)nc2sc(C)cc2c1=O
 : -12%	-14%	7%	3.3%	i	-5%	0.0	i	-1%
[23] C=CCN1C(=O)c2ccccc2Sc2ccc(C(=O)NCC(OC)OC)cc21
 : -10%	1%	1%	-0.1%	i	2%	-3.5	i	?
[24] COc1ccc(OC)c(N(CC(=O)NCc2ccccc2)S(=O)(=O)c2ccccc2)c1
 : 1%	6%	-3%	-1.2%	i	-5%	.	.	.
[25] COCCNC(=O)c1cnn2c(C(F)F)cc(-c3ccccc3)nc12
 : -5%	3%	5%	-0.2%	i	1%	-3.7	i	0%
[26] Cc1nn(CC(=O)Nc2ccc(Cl)c(S(=O)(=O)N(C)C)c2)c(C)c1[N+](=O)[O-]
 : -9%	-8%	-4%	-0.1%	i	2%	-1.7	i	-1%
[27] Cc1cccc(C2CN(C)CCc3c2cc(O)c(O)c3Cl)c1 (stereo unspecified)
 : 2%	-11%	2%	0.6%	?	2%	0.2	i	1%
[28] CNC(=O)C[C@H]1C(=O)N(C2CCCCC2)C[C@@H]1c1ccc(Br)cc1
 : .	8%	.	0.0%	i	-4%	-3.1	i	.
[29] Cc1cc(C)c2cc(C(=O)N3CCC(Cc4ccccc4)CC3)[nH]c2c1
 : -18%	?	2%	2.8%	i	-57%	-0.5	i	0%
[30] CCC1CCCCN1C(=O)COC(=O)COc1ccc(Br)cc1 (stereo unspecified)
 : 15%	7%	12%	1.3%	i	2%	-3.2	i	-2%
[31] O=C(NCc1ccc(F)cc1)C(=O)NCC(c1ccco1)N1CCOCC1 (stereo unspecified)
 : -13%	-5%	9%	-0.4%	i	-9%	-2.7	i	1%
[32] COc1ccccc1-c1nnc(NC(=O)OCC(C)C)s1
 : .	-6%	0%	8.7%	i	5%	0.9	i	-4%
[33] Cc1cc(N2CCN(C)CC2)nc2ccc(NC(=O)c3ccc4c(c3)OCO4)cc12
 : ?	-8%	?	0.2%	i	-57%	0.1	i	1%
[34] CCOc1ccc(C(C)=O)cc1CN1C(=O)NC2(CCCCCC2)C1=O
 : 2%	1%	4%	2.9%	i	-2%	-1.5	i	1%
[35] CC(=O)c1csc(COc2ccccc2)n1
 : 24%	33%[activator]	6%	1.5%	i	-4%	-1.1	i	2%
[36] CCCN(C(=O)c1c(CC)noc1C)c1c(N)n(Cc2ccccc2)c(=O)[nH]c1=O
 : 4%	-9%	-2%	0.1%	i	-3%	-0.3	i	2%
[37] Cc1ccc(-c2cnc(C(O)c3cccc(Cl)c3)[nH]2)cc1 (stereo unspecified)
 : .	-1%	.	0.5%	i	-20%	0.0	i	.
[38] CC(=O)c1ccc(NC(=O)N2C3CCC2CC(O)(c2cccnc2)C3)cc1 (stereo unspecified)
 : 12%	7%	2%	-0.5%	i	-3%	-2.5	i	-1%
[39] CCOC(=O)c1cnn(-c2cccc(Cl)c2)c1C1CCN(C(=O)OC(C)(C)C)CC1
 : ?	1%	9%	-1.4%	i	4%	.	.	.
[40] COc1ccccc1C(C[N+](=O)[O-])c1c(N)n(C)c(=O)n(C)c1=O (stereo unspecified)
 : 12µM*	7.1µM*	?	?	.	10µM*	1.7	i	1%
[41] CCCn1cnc2c(=O)oc3ccccc3c21
 : -21%	-7%	-5%	-0.6%	i	-8%	-1.2	i	1%
[42] CC(=O)c1ccc(N2CCN(C(=O)C3CCCN(S(=O)(=O)c4ccc(Br)s4)C3)CC2)cc1 (stereo unspecified)
 : 16µM*	-19%	-8%	3.1%	i	-8%	.	.	.
[43] CC(C)CCC(O)(CCC(C)C)C(=O)NNc1ccccc1
 : 3%	10%	-2%	-0.1%	i	2%	-2.0	i	-1%
[44] Cc1ccc(C(=O)NC2CC3CCC(C2)N3C)cc1 (stereo unspecified)
 : 5%	0%	6%	0.0%	?	-12%	1.4	i	0%
